VIM-2 inh: VIM-2 metallo-beta-lactamase inhibitors, primary screen, biochemical, epi-absorbance readout, Pseudomonas aeruginosa enzyme | purified VIM-2, nitrocefin hydrolysis, epi-absorbance fluorescence | inhibition, % at 5.6 µM | 290,000 tested, 0.89% active;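 active = inhibition above the mean of all tested compounds plus 3 SD, cutoff set per screening run, cut at about 7.5% in these data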;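 note: red hydrolysis product quenches plate fluorescence so inhibitors raise well fluorescence; 0% = enzyme with DMSO and 100% = DMSO without enzyme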
OXTR agonist: human OXTR agonists, primary screen, fluorescence, CHO-OTR cells, Fluo-8 calcium. Fluo-8 calcium fluorescence; normalized: DMSO 0%, oxytocin 100%. Oxytocin receptor (Homo sapiens), P30559. activation, % at 3 µM. 320,000 tested, 0.32% active;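 active = activation above the mean of all tested compounds plus 3 SD, cutoff set per screening run, cut at about 20% in these data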;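 note: peak over basal fluorescence ratio from a 100 s FLIPR kinetic read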
GalR3 antagonist: GalR3 antagonists in HEK293 cells, primary screen, cell-based, fluorescence readout | inhibition, % at 3 µM | AID 651719, 2012 | 360,000 tested, 0.44% active | HEK293 GalR3-CNG cAMP membrane potential fluorescence; galR3 body fused to GalR1 C-terminus;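 active = inhibition above the screen-wide average plus 3 SD, cut at about 13% in these data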;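 note: forskolin and galanin both at EC90 stimulate the cells; cAMP rise reported by CNG channel membrane potential dye signal; 0% = forskolin plus galanin with DMSO and 100% = forskolin alone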
DNA FID counter: compounds displacing fluorescent DNA intercalator, primary screen, artefact control for HCV NS3 helicase inhibitor project, biochemical, FID fluorescence; 290,000 tested, 0.17% active; DNA fluorescent intercalator displacement; inhibition, % at 7.9 µM; in the data active = inhibition above about 37%;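 note: 0% = vehicle and 100% = reference compound; higher means more ethidium bromide displaced from hairpin DNA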
IMP-1 inh: IMP-1 metallo-beta-lactamase inhibitors, primary screen, biochemical, epi-absorbance readout, Pseudomonas aeruginosa enzyme | metallo-beta-lactamase IMP-1 (Pseudomonas aeruginosa) | purified IMP-1, nitrocefin hydrolysis, epi-absorbance fluorescence | inhibition, % at 5.6 µM | 290,000 tested, 0.45% active | AID 1556, 2009;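 active = inhibition above the mean plus 3 SD of all compounds in the same screening run, cut at about 4.5% in these data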;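 note: 0% = IMP-1 with DMSO and 100% = DMSO wells lacking enzyme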
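System: purified IMP-1 / Input: IMP-1 dispensed at 0.2 nM / Medium: 50 mM HEPES pH 7.1, 50 µM ZnSO4, 0.05% Brij 35 / Timing: 15 min enzyme–compound preincubation, then 25 min nitrocefin reaction, 25 °C / Technique: plate fluorescence quenching by hydrolysis product, ex 480/em 530 nm / Repeats: singlicate testing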
HCV NS3 hel inh: inhibitors of HCV NS3 helicase, primary screen, biochemical, Cy5 molecular beacon fluorescence; Hepatitis C virus NS3 helicase; NS3 helicase DNA unwinding; inhibition, % at 10.9 µM; 290,000 tested, 0.56% active; AID 1800, 2009;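 active = inhibition above the mean of all tested compounds plus 3 SD, set per campaign, cut at about 35% in these data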;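 note: 0% = DMSO wells and 100% = thioflavine S control wells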
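Assay system – hepatitis C virus NS3 helicase domain fragment enzyme · Buffer or medium – MOPS pH 6.5, MgCl2, DTT, Tween20, BSA · Reagent – Cy5/quencher beacon DNA duplex and ATP to start · Compound – single 10.9 µM dose · Timing – 1 h at 25 °C · Technique – Cy5 beacon fluorescence read at start and 1 h · Measure – % inhibition of unwinding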
PHOSPHO1 inh: PubChem AID 1565. Phosphoethanolamine/phosphocholine phosphatase (Homo sapiens), Q8TCT1. recombinant PHOSPHO1, absorbance phosphatase assay. inhibition, % at 13.3 µM. 290,000 tested, 1.1% active; in the data active = inhibition above about 60%
Target sequence (Q8TCT1 whole entry, looked up): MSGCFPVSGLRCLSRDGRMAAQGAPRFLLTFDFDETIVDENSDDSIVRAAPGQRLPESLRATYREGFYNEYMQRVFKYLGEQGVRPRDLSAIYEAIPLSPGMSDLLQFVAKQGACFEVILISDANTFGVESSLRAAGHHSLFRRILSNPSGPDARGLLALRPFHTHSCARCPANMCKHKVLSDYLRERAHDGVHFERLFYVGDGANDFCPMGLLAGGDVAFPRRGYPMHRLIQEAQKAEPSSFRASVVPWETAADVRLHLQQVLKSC
GPR7 antagonist: GPR7 receptor antagonists, primary screen, cell-based, fluorescence, single concentration. AID 1861, 2009. Neuropeptides B/W receptor type 1 (Homo sapiens), P48145. inhibition, % at 4.4 µM. GPR7-expressing cells, fluorescence antagonist assay. 290,000 tested, 1.1% active; in the data active = inhibition above about 16%, passing the limit was not always enough;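 note: cells stimulated with the agonist NPW; 0% = agonist with vehicle and 100% = vehicle without agonist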
V1aR counter: agonists of human V1a receptor, primary screen, counter-screen for OXTR agonist project, fluorescence, CHO-V1R cells | Vasopressin V1a receptor (Homo sapiens), P37288 | Fluo-8 calcium fluorescence, agonist mode; 0% DMSO, 100% 3 nM vasopressin | activation, % at 3 µM | 320,000 tested, 0.25% active;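 active = activation above the mean activation of all tested compounds plus 3 SD, per screening run, cut at about 20% in these data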;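 note: signal is peak over basal fluorescence ratio across a 100 second FLIPR read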
Target sequence (P37288 whole entry, looked up): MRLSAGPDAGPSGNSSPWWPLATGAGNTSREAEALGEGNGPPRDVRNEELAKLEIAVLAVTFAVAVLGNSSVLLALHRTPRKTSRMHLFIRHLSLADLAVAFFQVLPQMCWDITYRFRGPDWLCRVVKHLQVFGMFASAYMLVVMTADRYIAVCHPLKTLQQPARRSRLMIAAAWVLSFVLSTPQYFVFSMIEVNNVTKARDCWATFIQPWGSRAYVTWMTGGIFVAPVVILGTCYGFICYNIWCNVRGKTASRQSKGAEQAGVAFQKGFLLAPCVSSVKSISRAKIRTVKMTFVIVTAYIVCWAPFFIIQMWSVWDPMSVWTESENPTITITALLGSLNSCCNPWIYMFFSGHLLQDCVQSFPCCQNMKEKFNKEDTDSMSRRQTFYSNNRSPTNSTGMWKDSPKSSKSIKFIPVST
An asterisk follows results filed as active; x = no result given; & = joins results of further samples.

A first look, 13 compounds:
Below each SMILES: PHOSPHO1 inh	IMP-1 inh	VIM-2 inh	HCV NS3 hel inh	OXTR agonist	GalR3 antagonist	V1aR counter	DNA FID counter	GPR7 antagonist
1. Cc1ccc(N2CCN(CCc3ccccc3)CC2)cc1
    3.8	-3.7	-3.8	-8.7	0.4	x	0.2	2.5	3.4
2. CC1(C)CN=C(Nc2ccc(F)c(Cl)c2)S1
    28.9	-1.7	-1.4	-6.4	16.4	-5.4	27.0*	-4.1	-5.0
3. CCCCn1c(C)c(C(=O)OCC)c2c(CN3CCCC3)c(O)ccc21
    35.6	-1.0	-2.2	-14.1	-1.2	-15.9	-0.9	7.3	7.9
4. CCCCCn1c(NC(=O)c2ccco2)c(C(=O)OCC)c2nc3ccccc3nc21
    -15.4	-3.4	-1.0	17.8	-0.9	x	-0.5	-26.0	-3.2
5. O=C(C1CCC(=O)N1C1CCCCC1)N1CCC2(CC1)OCCO2 (stereo not given)
    -13.7	-3.1	-3.7	4.7	0.7	-2.3	0.2	-6.7	-10.7
6. Oc1ccc(C2NCc3ccccc3-n3cccc32)cc1Cl (stereo not given)
    -0.3&23.3	-3.2&-1.6	-1.2&-1.3	-20.9&-5.0	27.9*	-6.5&-6.1	17.1&11.7	16.4&6.8	2.9&4.8
7. O=C(Cc1ccccc1[N+](=O)[O-])N1CCN(Cc2ccc3c(c2)OCO3)CC1
    27.7	0.7	1.8	1.0	5.1	0.0	3.6	-12.8	12.1
8. COc1ccc(Cc2c(O)[nH]c(=O)[nH]c2=O)c(OC)c1
    32.2	-1.6	-3.9	-0.9	0.2	-0.2	-0.7	0.5	-9.1
9. O=C1NC(=O)N(CCC2=CCCCC2)C(=O)/C1=C/c1ccc(O)cc1
    -20.1	-1.8	-3.0	19.1	1.1	-2.9	0.9	-16.0	-8.1
10. Cc1sc2nc(COC(=O)Cc3ccccc3)[nH]c(=O)c2c1C
    11.6	-0.4	-1.6	-7.5	-0.4	-5.8	-0.4	-12.8	0.3
11. Cc1cccc(OP(=O)(Oc2ccccc2)OC(c2ccccc2)C(F)(F)F)c1 (stereo not given)
    -0.2	-1.2	-1.0	-3.8	-0.7	-4.7	0.9	-19.2	-3.1
12. N#Cc1c(/N=C/c2ccc(O)cc2O)sc2c1C1CCN2CC1
    1.7	-4.6	-4.6	9.0	3.3	-0.1	0.3	3.4	-10.9
13. CC(C)(C)n1c(O)c(C=Nc2ccc3c(c2)CCC3)c(=O)[nH]c1=O
    0.1	-2.6	-2.3	8.6	-0.1	-3.8	0.0	1.1	-8.7

This part in full, previewed entries included:
Below each SMILES: PHOSPHO1 inh	IMP-1 inh	VIM-2 inh	HCV NS3 hel inh	OXTR agonist	GalR3 antagonist	V1aR counter	DNA FID counter	GPR7 antagonist
1. Cc1ccc(N2CCN(CCc3ccccc3)CC2)cc1
    3.8	-3.7	-3.8	-8.7	0.4	x	0.2	2.5	3.4
2. CC1(C)CN=C(Nc2ccc(F)c(Cl)c2)S1
    28.9	-1.7	-1.4	-6.4	16.4	-5.4	27.0*	-4.1	-5.0
3. CCCCn1c(C)c(C(=O)OCC)c2c(CN3CCCC3)c(O)ccc21
    35.6	-1.0	-2.2	-14.1	-1.2	-15.9	-0.9	7.3	7.9
4. CCCCCn1c(NC(=O)c2ccco2)c(C(=O)OCC)c2nc3ccccc3nc21
    -15.4	-3.4	-1.0	17.8	-0.9	x	-0.5	-26.0	-3.2
5. O=C(C1CCC(=O)N1C1CCCCC1)N1CCC2(CC1)OCCO2 (stereo not given)
    -13.7	-3.1	-3.7	4.7	0.7	-2.3	0.2	-6.7	-10.7
6. Oc1ccc(C2NCc3ccccc3-n3cccc32)cc1Cl (stereo not given)
    -0.3&23.3	-3.2&-1.6	-1.2&-1.3	-20.9&-5.0	27.9*	-6.5&-6.1	17.1&11.7	16.4&6.8	2.9&4.8
7. O=C(Cc1ccccc1[N+](=O)[O-])N1CCN(Cc2ccc3c(c2)OCO3)CC1
    27.7	0.7	1.8	1.0	5.1	0.0	3.6	-12.8	12.1
8. COc1ccc(Cc2c(O)[nH]c(=O)[nH]c2=O)c(OC)c1
    32.2	-1.6	-3.9	-0.9	0.2	-0.2	-0.7	0.5	-9.1
9. O=C1NC(=O)N(CCC2=CCCCC2)C(=O)/C1=C/c1ccc(O)cc1
    -20.1	-1.8	-3.0	19.1	1.1	-2.9	0.9	-16.0	-8.1
10. Cc1sc2nc(COC(=O)Cc3ccccc3)[nH]c(=O)c2c1C
    11.6	-0.4	-1.6	-7.5	-0.4	-5.8	-0.4	-12.8	0.3
11. Cc1cccc(OP(=O)(Oc2ccccc2)OC(c2ccccc2)C(F)(F)F)c1 (stereo not given)
    -0.2	-1.2	-1.0	-3.8	-0.7	-4.7	0.9	-19.2	-3.1
12. N#Cc1c(/N=C/c2ccc(O)cc2O)sc2c1C1CCN2CC1
    1.7	-4.6	-4.6	9.0	3.3	-0.1	0.3	3.4	-10.9
13. CC(C)(C)n1c(O)c(C=Nc2ccc3c(c2)CCC3)c(=O)[nH]c1=O
    0.1	-2.6	-2.3	8.6	-0.1	-3.8	0.0	1.1	-8.7
14. COc1ccc(Cl)cc1C(=O)C1CCCN(Cc2cnc(C)s2)C1 (stereo not given)
    32.4	-0.8	-0.1	-1.9	-0.8	-3.2	0.7	-10.4	-1.7
15. COc1ccc(C2SCC(=O)Nc3c2c(=O)[nH]n3C2CCCCCC2)cc1 (stereo not given)
    18.5	-1.2	-1.4	-0.5	-1.0	-4.2	-1.1	-6.0	3.8
16. CCOC(=O)C1=C(C)N(C)C2(C)CC1c1ccccc1O2 (stereo not given)
    0.9	-3.3	-1.6	-5.7	-2.5	-1.2	-1.3	-5.4	-17.4
17. Cc1cc(O)c(CN2CCN(c3ccccc3)CC2)cc1C
    18.0	-1.4	-3.0	-5.4	-0.6	4.2	-0.3	-1.5	-10.1
18. O=c1c2ccccc2nc(-c2ccco2)n1-c1ccccn1
    -6.1	-2.3	-3.1	12.3	-0.3	-2.8	-0.1	-0.6	-7.3
19. COc1cccc(-n2c(/C=C/c3ccccn3)nc3ccccc3c2=O)c1
    8.3	-2.7	-2.2	-6.8	x	-5.8	x	-28.6	-17.2
20. COc1ccc(OC)c(N=Cc2c(O)[nH]c(=O)[nH]c2=O)c1
    -2.0	-4.7	1.2	17.9	-0.7	-8.8	0.3	-6.9	10.8
21. CCOC(=O)CC1=C(C(=O)OCC)C2(C(=O)N1CC(=O)OC)C(C#N)=C(N)Oc1ccccc12 (stereo not given)
    4.1	0.0	-1.0	3.0	-0.3	0.8	0.2	-24.5	-4.6
22. COC(=O)C1=C(N)Oc2cc(C)oc(=O)c2C12C(=O)Nc1ccccc12 (stereo not given)
    -2.1	-1.6	0.5	-7.7	-0.1	-6.0	0.9	4.4	0.0
23. O=c1c2ccccc2nc(/C=C/c2ccccn2)n1-c1ccccc1
    x	0.1	-0.6	-9.1	0.2	-9.2	0.0	-7.4	13.5
24. CCC(=NCCCN1CCOCC1)c1c(O)n(Cc2ccccc2)c(=O)[nH]c1=O
    17.6	-1.7	-3.0	11.2	-0.1	5.6	0.0	-4.9	-6.3
25. O=C(NCc1ccccc1)c1cccn(Cc2ccccc2)c1=O
    -5.7	-2.5	1.0	-4.8	-1.1	-7.0	0.5	-28.0	-11.0
26. CCN1C[C@]2(COC(=O)c3ccccc3N)CC[C@H](OC)C34[C@@H]5C[C@H]6[C@H](OC)[C@@H]5[C@](O)(C[C@@H]6OC)[C@@](O)([C@H]13)[C@@H](OC)[C@@H]42
    18.7	-2.5	-1.8	6.5	2.1	-8.4	1.8	-17.2	-1.1
27. CCOC(=O)c1c(C)n(Cc2ccco2)c2ccc(O)cc12
    -26.5	-5.5	-1.2	-1.1	-0.3	-0.2	0.7	-14.1	-9.4
28. CCN1CCN(c2cn[nH]c(=O)c2Cl)CC1
    45.4	-4.9	-4.3	7.1	0.3	-1.1	0.1	0.2	-1.8

Source: PubChem (several laboratories)

These rows are one share of the data (hit frequency here may not be typical).
